Compound activity: PubChem, several laboratories
RSV CPE inhibition = RSV antiviral activity via CPE protection, HEp-2 cells, primary 10 µM value included (AID 2391) | HEp-2 cells, RSV-induced CPE inhibition; higher % means a stronger effect | CPE inhibition, % at 10 µM, or IC50 in µM where a hit was titrated | 310,000 compounds, 0.13% hits; in the data active means a potency from the dose series; inconclusive means CPE inhibition mostly from about 23% at the one dose, without a potency; inactive means the rest, 99 in 100 with CPE inhibition below about 21%; further: strong numbers were not always called active
TNAP activation fold = stimulation of alkaline phosphatase TNAP activity – biochemical, luminescent, no phosphate acceptor, uHTS, primary screen (AID 1001). purified TNAP, luminescent activation assay, no phosphate acceptor; higher activation fold means a stronger effect. activation fold at 20 µM, or EC50 in µM where a hit was titrated. 200,000 compounds, 0.03% hits; in the data active means activation fold from about 3, or a potency from the dose series; inactive means the rest, 99 in 100 with activation fold below about 1.6; further: many of its hits are not listed in these tables
UTI89 phage lysis = inhibition of K1F phage lysis, E. coli UTI89, bacterial capsule biogenesis inhibitors, alamar blue (AID 488966); inhibition, % at 100 µM; hits with a dose series show IC50 in µM; 340,000 compounds, 0.02% hits; E. coli UTI89 K1F phage lysis, alamar blue, 2 h; higher % means a stronger effect;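 active means phage lysis inhibition, versus mean bacterial control, above a set limit; inconclusive means no clear call, values can overlap the other calls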;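 further: capsule biogenesis inhibitors block K1F phage lysis so surviving cells raise fluorescence; higher fluorescence means more inhibition of phage lysis; actives were called in the ten point dose series up to 300 µM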
M17LAP inhibition = P. falciparum M17LAP inhibitors, primary screen, biochemical, fluorogenic H-Leu-NHMec substrate, 1536-well (AID 1619) | recombinant M17LAP, H-Leu-NHMec fluorogenic kinetic assay; higher % means a stronger effect | one-dose inhibition, % at 30 µM; IC50 in µM for titrated hits | 220,000 compounds, 0.38% hits;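 active means compound inhibiting the enzyme by more than half at any dose during confirmatory dose-response retesting; inconclusive means strong single-dose inhibitors picked by rank but not retested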;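 further: plate controls were full reaction with DMSO carrier for no effect and no enzyme background for full effect; strong numbers were not always called active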
West Nile virus CPE = inhibition of WNV-induced cytopathic effect – cell-based, CPE readout (AID 1621); West Nile virus-infected cells, CPE inhibition; higher % means a stronger effect; CPE inhibition, % at 10 µM, or IC50 in µM where a hit was titrated; 290,000 compounds, 0.02% hits; in the data active means a potency from the dose series; inconclusive means CPE inhibition mostly from about 3.7% at the one dose, without a potency; inactive means the rest, 99 in 100 with CPE inhibition below about 2.2%; further: strong numbers were not always called active
M1AAP inhibition = malaria alanyl aminopeptidase activity blockers – biochemical, fluorogenic H-Leu-NHMec substrate, 1536-well (AID 1445) | recombinant M1AAP, H-Leu-NHMec fluorogenic kinetic assay; higher % means a stronger effect | 220,000 compounds, 0.42% hits | one-dose inhibition, % at 30 µM; IC50 in µM for titrated hits;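 active means primary inhibition above the hit cutoff, then over 50% inhibition at one or more dose response concentrations, cut at about 23% in these data, passing the limit was not always enough; inconclusive means conflicting primary data, or primary hits not chosen for dose response; inactive means low primary inhibition, or under 50% at every dose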;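 further: plate controls were DMSO full reaction for no effect and no enzyme background for full effect; strong numbers were not always called active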
human PMI inhibitors = MPI inhibition at elevated mannose 6-phosphate – biochemical, fluorescence intensity, high mannose 6-phosphate, primary screen (AID 1220) | recombinant PMI enzyme, coupled fluorescence intensity; higher % means a stronger effect | inhibition, % at 20 µM; hits with a dose series show IC50 in µM | 190,000 compounds, 0.66% hits
T cell HTS = T cell immune modulators affecting CD8 T cell-vesicle binding | 2C CD8+ T cell-vesicle binding, flow cytometry; stronger effect = lower value | calls only at 7 µM | 330,000 compounds, 0.068% hits | AID 2052;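 active means response, share of CD8 T cells binding vesicles, and their 90th percentile fluorescence all below set limits, cut at about 80% in these data, passing the limit was not always enough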
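Material: 2C TCR transgenic mouse naive CD8+ T cells, MACS-purified. Also added: QL9-charged Drosophila Ld/ICAM-1/B7-1 vesicles. Timing: binding 1.5 h at 37 °C. Measured by: high-throughput flow cytometry with anti-B7-1 and anti-CD8 staining. Read-out: percent CD8+ FL2 mean versus row control. Controls: Unloaded micro-vesicles (low), QL9 vesicles with 0.7% DMSO (high).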
PMI inhibitors = MPI enzyme activity inhibition – biochemical, fluorescence intensity, coupled assay, primary screen (AID 1209) | 190,000 compounds, 0.42% hits | purified PMI enzyme, coupled fluorescence intensity; higher % means a stronger effect | inhibition, % at 20 µM; hits with a dose series show IC50 in µM;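 further: plate controls were DMSO vehicle for no effect and wells lacking substrate for full effect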
T cell HTS vesicle-bound % = second read-out of T cell HTS, no call of its own (marks repeat the call); double positive events, %; measured here: CD8+ vesicle-bound cell fraction;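 binding gate set so that unloaded-vesicle control wells show 10% double positive cells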
Starred values were filed as active, the others as inactive; i = inactive; u = inconclusive; x = not tested or not shown; [ ] = dose if it differs, or a comment. Unless noted, no stated cut-off is given here; in the data, active means inhibition above about 50%; inactive means the rest.

Results follow in this order: RSV CPE inhibition	TNAP activation fold	UTI89 phage lysis	M17LAP inhibition	West Nile virus CPE	M1AAP inhibition	human PMI inhibitors	T cell HTS	T cell HTS vesicle-bound %	PMI inhibitors
CCN(CC)CCNC(=O)c1ccc(Cl)c(S(=O)(=O)Nc2ccccc2OC)c1
    -0.9%	1	0.5%	-24%	-0.3%	-1%	-5%	i	1	-9%
CCOC(=O)Cn1cnc2c(nnn2Cc2ccc(Cl)cc2)c1=O
    1.7%	1	5.2%	7%	-0.1%	-2%	16%	i	10	4%
Nc1ccc(/C=C/C(=O)c2ccco2)cc1
    0.4%	0.9	-1.7%	30%	-0.7%	14%	24%	i	46	10%
CCc1cc(=O)oc2cc(OC(C)C(=O)NCC3CCC(C(=O)O)CC3)c(Cl)cc12 (stereo not drawn)
    2.0%	x	3.9%	x	0.1%	x	x	i	49	x
COc1ccc(C2CC(c3ccccc3)=NN2C(=O)COC(=O)c2ccc(Cl)nc2)cc1 (stereo not drawn)
    3.6%	1.1	0.0%[50 µM]	4%	-1.2%	-1%	22%	i	20	22%
CNC(=O)/C(C#N)=C/c1cn(CC(=O)NCc2ccco2)c2ccccc12
    -0.4%	1.1	-0.1%	4%	-0.4%	11%	1%	i	28	-7%
COC(=O)c1cc(NC(=O)c2ccc([N+](=O)[O-])cc2)c(=O)oc1C
    2.8%	1	-0.1%	-1%	-0.1%	0%	-19%	i	50	-32%
CN(C)[C@@H](CO)c1nnc([C@H](CC(=O)O)NC(=O)C2CCNCC2)o1
    0.7%	1.1	7.3%	0%	-0.1%	1%	-5%	i	52	-16%
CCOC(=O)C1(Cc2cccc(F)c2)CCN(C(=O)C2CCOCC2)CC1
    -1.8%	1.1	-0.5%	-4%	0.0%	1%	-9%	i	45	-2%
COc1ccccc1CNC(=O)Cn1ccsc1=N
    0.8%	x	-0.1%	x	-0.2%	x	x	i	23	x
COc1cccc(/C=C2\Oc3ccc(O)cc3C2=O)c1O
    2.1%	x	-0.1%	x	-0.3%	x	x	i	17	x
Nc1c(N(CCO)C(=O)COc2ccc(Cl)cc2)c(=O)[nH]c(=O)n1Cc1ccccc1
    1.6%	0.8	0.5%	0%	0.0%	1%	-17%	i	63	-3%
CCOCCCNC(=O)c1ccc(OC)c(OC2CCN(C(C)C)CC2)c1
    0.1%	x	0.3%	x	-0.6%	x	x	i	65	x
C=CCN(C(=O)c1oc2c(Cl)cc(C)cc2c1C)C1CCS(=O)(=O)C1 (stereo not drawn)
    4.8%	x	0.5%	x	-0.8%	x	x	i	46	x
Cc1cccc(C)c1OCc1cc(C(=O)N2CCC(c3ccncc3)CC2)no1
    1.5%	x	0.1%	x	0.6%	x	x	i	60	x
CC(=O)Cn1c2ccccc2n2nc(CCC(=O)O)c(=O)nc12
    0.3%	1.1	0.3%	-33%	0.3%	3%	-3%	i	62	4%
Cc1nc2cc(NC(=O)NC3CC3)ccc2n1C
    1.4%	1	1.0%	-1%	-0.2%	4%	4%	i	50	6%
C=CCOc1ccc(/C=C/C(=O)OCC(=O)NCCC2=CCCCC2)cc1
    0.5%	x	0.5%[50 µM]	x	-0.3%	x	x	i	25	x
Cc1ccsc1/C=N/NC(=O)CNC(=O)c1ccc(S(=O)(=O)N(C)C)cc1
    -0.8%	1.1	1.9%	-2%	-1.1%	5%	-1%	i	47	2%
CCCNC(=O)c1ccc(C)c(NC(=O)C2=C(C)OCCS2)c1
    1.4%	x	0.2%	x	0.1%	x	x	i	30	x
Cc1cccc2cc(C(c3nnnn3CC3CCCO3)N3CCc4ccccc4C3)c(=O)[nH]c12 (stereo not drawn)
    2.5%	1.1	x	15%	x	12%	-34%	i	36	5%
Cc1nnc(Nc2ccc(S(N)(=O)=O)cc2)c2ccccc12
    -0.1%	x	0.3%	x	0.2%	x	x	i	45	x
O=C(O)COCC(=O)NCc1nc(-c2ccc(C(F)(F)F)cc2)no1
    0.2%	x	x	4%	0.0%	1%	x	i	36	x
Cc1ccc(NC(=O)COc2ccc(-n3cnnn3)cc2)cc1C
    2.6%	1.1	0.4%	-4%	0.1%	6%	-7%	i	15	-6%
Cn1c(=O)oc2cc(S(=O)(=O)N3CCC(C(=O)NCC4COc5ccccc5O4)CC3)ccc21 (stereo not drawn)
    0.1%	1.2	-0.1%	3%	0.1%	1%	-9%	i	33	-7%
O=C(Nc1ccnc(-c2cccnc2)n1)c1cccs1
    0.2%	1	0.1%	3%	1.6%	3%	5%	i	27	-1%
Cc1ccc(S(=O)(=O)N2CCC(C(=O)Nc3nnc(C4CCCC4)s3)CC2)cc1
    1.8%	1	1.1%	-3%	-0.1%	-3%	10%	i	14	10%
CCOC(=O)N1CCN(C(=O)c2ccc(C)c(S(=O)(=O)N3CCCCC3)c2)CC1
    1.0%	x	-1.4%[50 µM]	x	-0.4%	x	x	i	33	x
CC(=O)Nc1ccc(OCC(O)Cn2nc(C)c(Br)c2C)cc1 (stereo not drawn)
    1.5%	1.1	1.5%	4%	1.2%	9%	6%	i	28	6%
CC(=O)Nc1ccc(NC(=O)c2nc(S(=O)(=O)Cc3ccccc3)ncc2Cl)cc1
    -2.1%	x	-0.2%	x	0.5%	x	x	i	9	x
O=C(Nc1cc([N+](=O)[O-])ccc1Cl)c1ccc2c(c1)OCO2
    1.6%	1	0.3%	12%	1.6%	10%	0%	i	52	-2%
Cc1ccc2nc(NCCCNC(=O)c3cnccn3)c(C#N)cc2c1
    2.0%	1.1	0.5%	-28%	0.0%	9%	13%	i	36	9%
COc1cc(/C=N\NC(=O)CNC(=O)C(c2ccccc2)c2ccccc2)ccc1O
    -0.2%	x	0.2%	0%	0.7%	1%	x	i	24	x
COc1cc(OC)nc(NC(=O)NS(=O)(=O)c2ccc(F)cc2)n1
    -1.5%	1.1	x	3%	0.1%	0%	-6%	i	59	-12%
COc1ccc(OCc2cccc(C(=O)NN)c2)cc1
    0.8%	1.1	0.7%	17%	-0.9%	-2%	6%	i	50	6%
CCOc1ccccc1C(=O)N(Cc1ccc(C)o1)C1CCS(=O)(=O)C1 (stereo not drawn)
    3.5%	x	0.1%	x	-0.1%	x	x	i	47	x
O=C(NC1CCCC1)C(c1cccs1)N(Cc1ccco1)C(=O)c1csnn1 (stereo not drawn)
    1.7%	1.1	-0.1%	-12%	-0.4%	8%	14%	i	29	21%
N=C1/C(=C\c2ccc(OC(=O)c3ccc(F)cc3)cc2)C(=O)N=C2SC(N3CCCC3)=NN12
    5.5%	x	1.4%	x	0.1%	x	x	i	15	x
CN(C)/C=N/c1[nH]ncc1C#N
    1.0%	1	x	45%	-0.3%	-2%	6%	i	51	6%
O=C(O)CCc1ccc(-c2ccc(Cl)cc2)n1NC(=O)c1ccc(O)cc1
    3.3%	1.1	0.1%	7%	-0.6%	2%	9%	i	12	5%
COc1cc(CO)ccc1OCC(=O)Nc1ccc(Br)cc1
    -1.4%	1.1	0.7%	-3%	0.2%	0%	16%	i	48	3%
CCCOP(=O)(c1ccc(N(C)C)cc1)C(O)c1c(Cl)cccc1Cl (stereo not drawn)
    2.1%	x	-1.1%[50 µM]	x	-0.8%	x	x	i	14	x
CNC(=O)CN1C(=O)NC2(CCc3ccccc32)C1=O (stereo not drawn)
    3.7%	1.1	0.2%	1%	-0.1%	7%	-12%	i	14	-11%
Cc1cc(C)n(CCC(=O)N/N=C/c2c(O)ccc3ccccc23)n1
    u	x	0.2%	-3%	2.3%	10%	x	i	32	x
COc1ccc(C2Nc3ccccc3C(=O)N2c2ccc(C)cc2)cc1Cn1cc([N+](=O)[O-])cn1 (stereo not drawn)
    1.0%	1.1	0.0%	-3%	0.8%	7%	3%	i	10	4%
Cc1ccc2[nH]c(O)c(N=NC(=O)c3ccc(NS(=O)(=O)c4cccs4)cc3)c2c1
    -0.9%	x	0.1%	-7%	0.3%	5%	x	i	58	x
O=C(C1CCC1)N1CCc2cc(S(=O)(=O)Nc3ccc4c(c3)OCCO4)ccc21
    3.1%	1.1	-1.5%	0%	-0.7%	0%	12%	i	44	11%
CC(=O)Nc1nc2c(c3c1c(=O)oc1ccccc13)CC(C)CC2 (stereo not drawn)
    x	1.1	x	-3%	-0.2%	6%	26%	x	x	-1%
Cc1ccc2nc(SCC(=O)Nc3ccc(C(N)=O)cc3)[nH]c2c1
    1.3%	1.2	-0.4%	11%	-0.4%	8%	-9%	i	43	-11%
COc1ccc(-c2noc(C3CCCN(C(=O)c4ccc(C)cc4)C3)n2)cc1 (stereo not drawn)
    0.5%	x	0.4%	-4%	-0.3%	-5%	x	i	22	x
CN(C)CCCOC(=O)c1ccccc1Cl
    0.4%	1	-0.1%[50 µM]	15%	0.1%	1%	4%	i	44	8%
O=C(O)C1=C[C@H](c2ccc(Br)cc2)C[C@H](OCCCCO)O1
    1.5%	1	-0.9%	7%	-0.3%	4%	-7%	i	28	1%
CC(=O)c1cccc(NC(=O)NC2CCCCC2)c1
    1.0%	1.1	4.5%	6%	-0.5%	-1%	-1%	i	54	-2%
COCCNc1nc(N)c([N+](=O)[O-])c(NCC2CCCO2)n1 (stereo not drawn)
    0.3%	1.1	1.0%[50 µM]	50%	0.8%	16%	-6%	i	48	-4%
Cc1ccc(-n2c(SCc3ccc(C#N)cc3)nnc2-c2ccccn2)cc1
    2.5%	1	2.7%	8%	-1.5%	6%	12%	i	12	-12%
CCN(CC)S(=O)(=O)c1ccc(O)c(C(=O)OCC(=O)NC2CCCC2)c1
    0.3%	x	0.1%	x	0.8%	x	x	i	49	x
CCCN1CCc2c(sc(NC(=O)c3ccc(S(=O)(=O)N(C)c4ccccc4)cc3)c2C(=O)NC)C1
    -2.2%	x	0.2%	x	0.1%	x	x	i	63	x
COc1ccc(NC(=O)N2CCCC(CCC(=O)N(C)CCc3ccccn3)C2)cc1 (stereo not drawn)
    2.8%	1.1	-0.9%	11%	-0.4%	1%	x	i	46	x
